Bioassay records deposited in PubChem by several laboratories.
PfHsp90 yeast 2: inhibits growth of yeast expressing Plasmodium falciparum Hsp90. S. cerevisiae expressing PfHsp90, BacTiter-Glo ATP, 48 h; yeast lacking PDR1 and PDR3 efflux regulators. inhibition, % at 9.4 µM. 0.32% of 310,000 active. AID 504621;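 active = every replicate shows inhibition above about 80%, whatever the replicate mean, limit read from the data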;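 also: 0% = DMSO neutral controls and 100% = 20 µM radicicol positive controls; yeast relying on Plasmodium falciparum Hsp90 in place of its own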
Tat transport: E. coli Tat transport inhibition; E. coli MC4100 TorA-mCherry Tat export, fluorescence; inhibition, % at 10 µM; 0.036% of 340,000 active;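 active = mean replicate inhibition at least 50% and at least half of replicates individually reaching 50%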;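 also: exported cargo escapes ClpAP degradation while cytoplasmic cargo is degraded and loses fluorescence; 0% = median of neutral control wells and 100% = median of NaSCN control wells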
SUMO Mot1 rescue: SUMOylation pathway inhibition by Mot1-301 growth rescue. AID 2716. growth rescue, % at 18.8 µM. 1% of 320,000 active. S. cerevisiae Mot1-301 growth rescue, ATP luminescence, 38.5C; percent above DMSO median, 100 means doubled;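 active = every valid replicate shows activation above 250% relative to neutral control wells; inactive = the rest, any valid replicate at or below 250%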;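 also: OY570 slx delta 5 strain wells were the positive control but not used for scaling; some compounds called inactive have numbers as strong as hits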
OPRM1-OPRD1 inv: inverse agonist of human OPRM1-OPRD1 heterodimerization. cell-based MOR-DOR heterodimer luminescence, inverse agonism. inhibition, % at 9.3 µM. 0.21% of 340,000 active. P35372+P41143; in the data active = inhibition above about 22%, passing the limit was not always enough;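 also: 0% = cells with DMSO and 100% = wells without cells with DMSO; values of inactives mirror those of a sister screen read the other way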
Arrestin-AP2 inh: inhibitors of human beta-arrestin and AP2 interaction; 0.31% of 340,000 active; FITC-arrestin peptide / GST-AP2 beads, flow cytometry; AP2 beta2 appendage carries R879A mutation; inhibition, % at 10 µM;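 active = inhibition above a set limit, near 3 SD of compounds lacking own fluorescence, cut at about 54% in these data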;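 also: plate controls were DMSO wells for no effect and 5 µM unlabelled arrestin peptide for full effect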
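System: GST-AP2 R879A glutathione beads; medium: PBS, Tween 20 0.05%, BSA 0.1%; reagent: fluorescein-tagged arrestin peptide at 50 nM final; schedule: pre-incubation 12 min, peptide binding 1 h, room temperature; detection: flow cytometry, FL1 (488/535 nm); read-out: inhibition as reduced fluorescein signal on beads, percent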
E coli growth: counter-screen for AddAB inhibitors: E. coli growth inhibition | E. coli V3065 growth, OD600 absorbance, 18 h | inhibition, % at 11.9 µM | 0.27% of 330,000 active | AID 449728;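 active = inhibition above the campaign's mean inhibition across all tested compounds plus 3 SD, cut at about 9.9% in these data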;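 also: uninfected addAB+ strain grown without phage in ampicillin broth; 0% = DMSO wells and 100% = ciprofloxacin 0.95 µg/ml wells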
MOR-DOR ag: agonists of human mu-delta opioid receptor heterodimerization. P35372+P41143. cells, OPRM1-OPRD1 heterodimerization, luminescence. activation, % at 9.3 µM. 0.3% of 340,000 active; in the data active = activation above about 18%;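 also: 0% = vehicle-treated cells and 100% = reference agonist; values of inactives mirror those of a sister screen read the other way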
phage Ecoli inh: E. coli growth loss with phage present; growth absorbance; inhibition, % at 11.9 µM; 0.26% of 360,000 active; in the data active = inhibition above about 11%
DSG3 Ab inh: blocks pemphigus antibody binding to human desmoglein-3 | DSG3-coupled beads, scFv-anti-DSG3-GFP binding, flow cytometry; hits give low values | P32926 | 0.48% of 310,000 active | binding (percent of control), % at 10 µM | AID 588358;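 active = binding more than 3 SD below its plate's average and above zero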;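 also: hits lower antibody fragment binding to DSG3; some compounds called inactive have numbers as strong as hits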
Target sequence (P32926 whole entry, looked up, the tested form may be a part): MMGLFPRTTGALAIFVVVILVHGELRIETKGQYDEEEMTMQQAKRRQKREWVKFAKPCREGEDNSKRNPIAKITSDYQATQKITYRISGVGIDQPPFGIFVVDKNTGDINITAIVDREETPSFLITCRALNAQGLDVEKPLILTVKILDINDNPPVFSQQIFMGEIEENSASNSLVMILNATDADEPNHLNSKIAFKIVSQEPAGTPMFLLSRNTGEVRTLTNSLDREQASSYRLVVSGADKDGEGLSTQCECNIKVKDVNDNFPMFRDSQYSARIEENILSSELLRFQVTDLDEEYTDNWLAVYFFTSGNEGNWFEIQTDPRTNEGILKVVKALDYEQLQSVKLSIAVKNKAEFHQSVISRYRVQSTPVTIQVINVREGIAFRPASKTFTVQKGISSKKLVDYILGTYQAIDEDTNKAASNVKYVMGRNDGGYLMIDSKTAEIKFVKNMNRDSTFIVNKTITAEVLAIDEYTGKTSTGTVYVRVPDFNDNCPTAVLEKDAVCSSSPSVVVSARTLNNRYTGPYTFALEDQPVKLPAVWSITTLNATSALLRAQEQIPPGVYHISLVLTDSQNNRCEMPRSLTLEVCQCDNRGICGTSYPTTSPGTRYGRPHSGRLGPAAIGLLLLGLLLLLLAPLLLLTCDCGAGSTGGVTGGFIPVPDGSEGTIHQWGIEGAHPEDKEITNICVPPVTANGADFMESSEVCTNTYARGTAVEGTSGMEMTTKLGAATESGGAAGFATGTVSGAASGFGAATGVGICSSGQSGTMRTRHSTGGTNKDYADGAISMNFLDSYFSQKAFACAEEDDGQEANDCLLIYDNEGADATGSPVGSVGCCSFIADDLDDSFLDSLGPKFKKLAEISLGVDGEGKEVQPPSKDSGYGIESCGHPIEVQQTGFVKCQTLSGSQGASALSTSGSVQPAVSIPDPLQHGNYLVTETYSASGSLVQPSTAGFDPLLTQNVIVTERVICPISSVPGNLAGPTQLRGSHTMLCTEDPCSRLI
AddAB inh: less growth of phage-infected E. coli with AddAB; 0.29% of 330,000 active; inhibition, % at 11.9 µM; E. coli expressing H. pylori AddAB, absorbance growth; in the data active = inhibition above about 12%;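 also: 0% = vehicle wells of infected cells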
PKA-R1A act: activators of PKA-R1A complex; P00514+P68181; PKA-R1A dissociation, Cy5-IP20 fluorescence polarization; scaled: DMSO 0%, 113 µM cGMP 100%; activation, % at 11.4 µM; 0.083% of 340,000 active; AID 504707;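 active = percent activation above the mean of all tested compounds plus 3 SD, cut at about 19% in these data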;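 also: higher means more PKAc released from R1A so a rise in polarization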
Numbers without * were called inactive; . = not tested or not shown.

SMILES | PfHsp90 yeast 2 | Tat transport | SUMO Mot1 rescue | OPRM1-OPRD1 inv | Arrestin-AP2 inh | E coli growth | MOR-DOR ag | phage Ecoli inh | DSG3 Ab inh | AddAB inh | PKA-R1A act
O=C(CSc1nc(=O)n(CCCN2CCOCC2)c2c1CCCC2)Nc1cccc(F)c1 | -6.0 | 12.7 | 3.0 | 0.2 | -15.1 | -0.5 | 0.0 | 1.5 | 106.6 | -1.5 | -2.0
COc1ccc(Cc2nnc(SCC(=O)Nc3ccc(C)c(Cl)c3)[nH]c2=O)cc1 | . | -1.7 | 60.7 | 7.7 | 25.5 | 1.1 | -1.2 | -0.7 | 105.0 | 3.9 | -1.1
COc1ccc(S(=O)(=O)Cc2ccc(C(=O)NC3CCCCCC3)o2)cc1 | 32.6 | -9.3 | -4.1 | 9.0 | 32.3 | 0.0 | -1.8 | 1.1 | 101.2 | 2.7 | 4.7
COC(=O)C[C@H]1c2cc(C(F)(F)F)ccc2S(=O)(=O)N1Cc1ccc(OC)cc1 | . | -9.5 | -14.7 | 4.3 | -4.8 | 0.0 | -0.8 | 1.8 | 105.1 | 0.4 | 4.0
O=C(O)C(Cc1c[nH]c2ccccc12)NS(=O)(=O)c1ccccc1 (centres undefined) | -23.0 | 4.1 | -3.4 | 6.6 | 4.6 | 0.4 | -1.3 | -1.2 | 106.0 | 1.4 | -9.4
Cc1cc(C)c(S(=O)(=O)N2CCN(C3CC(=O)N(c4ccccc4Cl)C3=O)CC2)c(C)c1 (centres undefined) | . | 11.4 | 85.5 | 3.5 | -1.3 | -1.1 | -0.9 | 5.3 | 97.2 | 0.3 | -7.3
CCOC(=O)C1CCCN(Cc2ccccc2F)C1 (centres undefined) | -8.7 | -2.3 | 7.3 | -5.1 | 32.2 | 1.7 | 0.9 | -0.7 | 101.1 | 2.8 | 1.2
COc1cc(C(=O)OCC(=O)N2CCCC2)cc(OC)c1OC | -20.1 | 5.3 | 16.2 | 10.1 | 5.7 | 0.7 | -1.8 | 4.1 | 111.8 | 1.8 | 5.0
O=C(CSc1nnc(SCc2ccc(Cl)cc2)s1)N/N=C/c1ccccc1Cl | -4.1 | -13.9 | -6.6 | -0.2 | -1.2 | 1.0 | 0.1 | 1.5 | 103.0 | 4.3 | -0.4
Cc1ccc2cc(CCNC(=O)C3CCCCC3)c(=O)[nH]c2c1C | 3.7 | -4.5 | 4.2 | 7.4 | -8.3 | 1.1 | -1.2 | 0.1 | 96.2 | -1.7 | 2.2
CC(C)n1cc(C#N)c(N)n1 | 11.9 | -3.9 | . | -6.1 | -9.9 | . | 1.4 | 3.8 | 96.9 | . | 1.5
CCOc1cc(C2C(C(C)=O)=C(O)C(=O)N2CCc2c[nH]c3ccccc23)ccc1O (centres undefined) | -163.8 | -5.2 | -0.9 | 17.4 | -9.2 | -2.6 | -3.4 | 3.6 | 100.9 | 0.9 | 7.0
CC1([N+](=O)[O-])COC2(OC1)C(=O)Nc1ccccc12 (centres undefined) | -7.0 | 12.9 | 98.9 | 13.0 | -3.5 | -0.8 | -2.8 | 0.2 | 98.7 | 1.8 | -6.0
CCCCNc1c(-c2ccc(SC(C)CC)c(OC)c2)nc2ccc(Cl)cn12 (centres undefined) | 30.9 | -2.2 | -3.3 | -39.9 | 0.0 | 0.9 | 6.9 | 2.8 | 106.2 | 0.6 | 2.9
Cc1ccnc2nc(C(=O)Nc3nc(-c4ccccn4)cs3)nn12 | 19.6 | 6.4 | -7.7 | 7.2 | -1.4 | 1.0 | -1.3 | 0.8 | 93.5 | 2.2 | -4.9
COC(=O)c1c(-c2c(Cl)cccc2Cl)noc1NC(=O)N(C)C | -2.4 | -6.9 | -27.5 | 17.3 | -3.0 | 0.8 | -3.5 | -0.1 | . | 3.8 | 8.1
Cc1cccc(C)c1OCc1cc(C(=O)N(C)Cc2cc(C3CC3)n[nH]2)no1 | -1.2 | 2.7 | 3.5 | -6.9 | -1.2 | 0.9 | 1.3 | -0.2 | . | 3.8 | -4.9
COc1ccccc1N(C)S(=O)(=O)c1ccc(C(=O)NC2CCCCC2)cc1 | . | 9.2 | 80.8 | 10.5 | 3.0 | 0.2 | -2.7 | 6.3 | 104.1 | 1.0 | 0.1
CCOc1ccccc1NC(=O)C1CCN(c2nc(-c3ccc(OC)cc3)no2)CC1 | 8.8 | 5.4 | 11.2 | 4.3 | 7.1 | 0.9 | -0.7 | 2.6 | 95.6 | 0.8 | -1.6
COc1ccc2[nH]c(=O)c(CN(Cc3ccco3)C(c3nnnn3Cc3ccccc3)C(C)C)cc2c1 (centres undefined) | -4.8 | 0.7 | -26.3 | 2.5 | -3.5 | 1.2 | -0.5 | 3.1 | 105.3 | -0.7 | 11.0
CCOc1ccccc1N1CCN(C(=O)c2ccc3[nH]c(C)c(C)c3c2)CC1 | 5.7 | 14.7 | -4.4 | 5.3 | -15.8 | -0.3 | -1.0 | 2.4 | 96.9 | 3.1 | -6.6
CN(CC(=O)Nc1ccc(F)cc1)C(=O)COC(=O)CCN1C(=O)C2CC=CCC2C1=O (centres undefined) | 9.3 | 0.1 | -2.7 | 18.0 | -6.3 | -0.4 | -3.4 | 0.7 | 118.1 | 0.6 | -3.2
COc1ccc2c(c1)CCc1c(C(=O)Nc3ccc(OC)c(OC)c3)noc1-2 | 10.9 | -6.8 | 10.5 | 10.8 | 5.7 | -3.7 | -2.0 | 3.9 | 100.2 | -3.1 | 10.5
CCCc1nn2c(=O)cc(CSCC(=O)Nc3ccccc3)nc2s1 | 3.6 | -1.1 | 3.9 | 12.1 | 22.5 | 1.0 | -2.3 | 2.4 | . | 1.8 | 2.5
CC(C)CCNC(=O)c1cccnc1Sc1ccccc1 | 22.1 | 3.1 | 2.1 | 11.5 | -3.3 | 0.1 | -1.9 | 2.6 | 95.7 | 1.3 | -2.4
COc1ccc(NC(C)=O)cc1S(=O)(=O)N1CCc2ccccc21 | -4.2 | 3.0 | -25.8 | 10.0 | 22.6 | 0.6 | -2.0 | 1.3 | 104.8 | 2.5 | -2.3
Cc1cc(C)c2oc(-c3cccc(N)c3)nc2c1 | -53.3 | -1.2 | -20.1 | -6.1 | -0.5 | 0.5 | 1.2 | 0.1 | 121.7 | 5.5 | -10.3
CCCn1nnnc1SCC(=O)c1ccc2c(c1)OCCO2 | -11.8 | 4.7 | 55.1 | 6.3 | 7.1 | 0.2 | -1.2 | 1.4 | 103.4 | -2.4 | -3.7
N#CC1(NC(=O)COC(=O)c2cc(=O)[nH]c3ccccc23)CCCCC1 | 12.7 | -6.9 | -3.4 | 20.2 | -25.1 | -0.5 | -3.7 | 3.0 | 120.7 | 0.1 | -3.1
CC(CO)NS(=O)(=O)c1ccc(Br)cc1F (centres undefined) | 34.7 | 3.0 | . | 4.6 | 7.1 | . | -1.0 | 0.8 | 96.9 | . | -14.2
O=C(CCC1CCN(C(=O)c2cncs2)CC1)Nc1ccccc1 | 5.0 | -2.5 | 10.4 | 5.0 | 34.4 | 1.0 | -0.9 | 0.6 | 108.6 | 1.8 | 0.0
N#Cc1ccc(/C=N/NC(=S)Nc2ccc(S(=O)(=O)N3CCOCC3)cc2)cc1 | 5.8 | -0.7 | -11.9 | 6.1 | -21.7 | 0.6 | -1.2 | 4.5 | 86.5 | 0.6 | -20.8
COc1cc(C(=O)NCC2CCCO2)cc(Br)c1OCc1ccccc1 (centres undefined) | -18.4 | 0.3 | 27.0 | -1.3 | 5.2 | -0.9 | 0.3 | 6.7 | 101.0 | -0.6 | -1.9
CCCN1CCc2c(sc(NC(=O)c3ccc(S(=O)(=O)N(C)c4ccccc4)cc3)c2C(N)=O)C1 | -28.6 | 6.4 | -19.0 | 3.4 | 6.0 | -2.4 | -0.5 | . | 122.6 | 4.0 | 1.3
CCCCCn1nc(-c2ccccc2)c2nc3ccccc3nc21 | -4.2 | 0.7 | 1.9 | 15.4 | 23.7 | 0.5 | -3.0 | 2.3 | . | 0.8 | -17.3
CCOC(=O)Cc1cc(-c2ccc(F)cc2)nc2ccc3ccccc3c12 | 9.8 | -6.4 | 10.0 | -22.5 | -4.0 | -1.0 | 4.0 | 0.3 | 103.0 | -1.3 | -5.9
CCOC(=O)C1CC2=C(CCCC2=O)N(Cc2ccccc2)C1=O (centres undefined) | -11.0 | -6.2 | . | 5.1 | -3.1 | . | -1.1 | 1.4 | 104.2 | . | 10.0
COCc1cc(C)n(CC(=O)Nc2cc(C)cc(C)c2)c(=O)c1C#N | -26.1 | 2.2 | 436.1 | -3.7 | 20.2 | 1.8 | 0.5 | 1.5 | 106.5 | 3.4 | -3.0
COc1ccccc1CNC(=O)COC(=O)Cc1ccc(F)cc1 | 1.3 | -2.5 | -4.6 | 10.6 | 0.2 | 4.0 | -2.0 | 3.7 | -0.3 | 3.1 | -10.8
CC1CN(S(=O)(=O)c2cccc(C(=O)NCC(c3cccs3)N3CCOCC3)c2)CC(C)O1 (centres undefined) | -7.8 | -5.8 | . | 12.4 | 9.7 | . | -2.4 | 2.3 | 103.2 | . | -7.5
Cc1ccc(S(=O)(=O)/N=C(/Nc2c(C)n(C)n(-c3ccccc3)c2=O)c2ccccc2)cc1 | 5.8 | 2.6 | 0.8 | 14.6 | 2.0 | 3.5 | -2.8 | 3.4 | 102.2 | 2.8 | -10.9
CCOC(=O)N1CCN(C(=O)CS(=O)(=O)c2cn(Cc3ccccc3Cl)c3ccccc23)CC1 | 1.3 | 11.0 | 407.1 | 3.3 | -6.5 | -2.8 | -0.6 | 2.9 | 103.0 | -2.7 | -2.9
S=C(NCCc1ccccc1)N1CCN(C23CC4CC(CC(C4)C2)C3)CC1 | 7.5 | -0.1 | 75.5 | -96.0 | 5.7 | 1.3 | 20.3* | 2.3 | 101.4 | 0.2 | -13.7
CC(C)(C)CC(C)(C)N=C1NS(=O)(=O)c2cc([N+](=O)[O-])ccc21 | -26.1 | -1.1 | -11.5 | -71.8 | -8.8 | 1.8 | 13.6 | 1.7 | 97.7 | 2.1 | -3.9
C[C@]1(C2CCCC2)Cc2cc(OCC(=O)O)c(Cl)c(Cl)c2C1=O | 3.0 | -2.3 | 0.7 | -2.2 | -3.0 | -4.9 | 0.4 | 1.3 | 107.4 | -4.6 | 3.5

One compound at a time, from the list above. Order of screens: PfHsp90 yeast 2 | Tat transport | SUMO Mot1 rescue | OPRM1-OPRD1 inv | Arrestin-AP2 inh | E coli growth | MOR-DOR ag | phage Ecoli inh | DSG3 Ab inh | AddAB inh | PKA-R1A act
Cc1ccc(S(=O)(=O)/N=C(/Nc2c(C)n(C)n(-c3ccccc3)c2=O)c2ccccc2)cc1 across the screens: 5.8 | 2.6 | 0.8 | 14.6 | 2.0 | 3.5 | -2.8 | 3.4 | 102.2 | 2.8 | -10.9
CC(C)(C)CC(C)(C)N=C1NS(=O)(=O)c2cc([N+](=O)[O-])ccc21 across the screens: -26.1 | -1.1 | -11.5 | -71.8 | -8.8 | 1.8 | 13.6 | 1.7 | 97.7 | 2.1 | -3.9

Compounds as they come. About 2.8% of those tested had a hit in this group.
